CHOP UPR activ: apoptotic UPR (CHOP) activation | AID 449763 | activation, % at 10 µM | CHO-CHOP luciferase reporter, luminescence; percent of tunicamycin response over DMSO baseline | 330,000 compounds, 0.34% hits;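 active means at 10 µM dose, activation of 40% or more, normalized to positive control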;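 further: 100% = tunicamycin at 10 µg/mL and 0% = DMSO alone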
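System: CHO CHOP reporter cells. Amount: 500 cells per well. Buffer or medium: F12 medium, 10% FBS. Compound dosing: one dose, 10 µM in 0.5% DMSO. Incubation: 6 h compound exposure at 37 °C after overnight seeding. Technique: Steady-Glo luciferase luminescence. Benchmarks: tunicamycin and DMSO controls.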
tim10-1 inh: growth inhibitors of tim10-1 mutant yeast | S. cerevisiae tim10-1 ts strain growth, BacTiter-Glo, 24 h | inhibition, % at 20 µM | 330,000 compounds, 2.2% hits | AID 463190;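 active means inhibition of at least 40%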;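 further: mutant grown at 25 °C; 0% = DMSO wells with yeast and 100% = wells holding no yeast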
UPR XBP1 act: adaptive UPR (XBP1) activation | CHO-XBP1 luciferase reporter, IRE1-XBP1 UPR activation, luminescence; percent of tunicamycin response, DMSO as zero | activation, % at 20 µM | 330,000 compounds, 0.33% hits;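 active means versus positive control, 20 µM dose yields 30% or more activation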;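 further: 100% = tunicamycin at 10 µg/mL and 0% = DMSO only wells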
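assay system = CHO-XBP1 luciferase reporter cells | amount = 1000 cells/well | buffer or medium = F12 plus 10% FBS | compound dosing = single point, 20 µM final compound, 1% DMSO | incubation = 16-18 h cell attachment at 37 °C, then 6 h compound exposure | detection = Steady-Glo luminescence read | controls = tunicamycin 10 µg/mL and vehicle-only wells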
APJ ag: APJ receptor agonism; P35414; CHO-K1 APJ PathHunter beta-arrestin, luminescence; 0% DMSO wells, 100% apelin; activation, % at 20 µM; 330,000 compounds, 0.11% hits; AID 2520;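 active means activation more than six SD over the plate average, tested at 20 µM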;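 further: 0% = DMSO alone and 100% = apelin-13 at 10 nM; some results filed as inactive read as strong as hits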
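Assay system: CHO-K1 cells stably expressing ProLink-tagged human APJ and arrestin–beta-gal acceptor. Compound dosing: 20 µM single point, 1% DMSO. Times: 16-18 h seeding, 90 min dark compound exposure, 60 min detection. Detection: beta-gal luminescence. Evaluation: APJ–arrestin association signal. Controls: negative DMSO alone, positive Apelin-13 at 10 nM.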
NALP3 yeast inh: NALP3 inhibition in yeast; Yeast reconstituted NLRP3/ASC/caspase-1, beta-gal luminescence, 24 h; inhibition, % at 10 µM; 330,000 compounds, 0.39% hits;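 active means inhibition of 50% or more; inactive means inhibition below 50%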;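 further: plate controls were induced DMSO wells for no effect and uninduced yeast grown without galactose for full effect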
GRIN3A LBD mod: modulators (binders) of human NR3A ligand-binding domain; NR3A LBD differential scanning fluorimetry, Tm shift; 0% = protein alone, 100% = glycine-bound protein; Tm shift relative to glycine control, % at 25 µM; 340,000 compounds, 2.5% hits; AID 1259313;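 active means melting temperature shift of at least 10% of the positive control shift, at one fixed dose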
TIM10 inh: TIM10 yeast growth inhibition | S. cerevisiae TIM10 strain growth, BacTiter-Glo luminescence, 24 h | 330,000 compounds, 1.4% hits | inhibition, % at 10 µM;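 active means inhibition of 40% or more at the single tested concentration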;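 further: wild-type TIM10 isogenic control strain grown at permissive 25 °C; 0% = DMSO yeast wells and 100% = minimal medium wells without yeast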
Mdm2-MdmX inh: inhibitors of human Mdm2/MdmX interaction; 330,000 compounds, 3% hits; SaOS-2 split-luciferase Mdm2/MdmX complementation, luminescence; inhibition, % at 8 µM; O15151+Q00987; AID 485346;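 active means inhibition of at least 50% at 8 µM in the primary screen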
Target sequence (O15151 whole entry, looked up): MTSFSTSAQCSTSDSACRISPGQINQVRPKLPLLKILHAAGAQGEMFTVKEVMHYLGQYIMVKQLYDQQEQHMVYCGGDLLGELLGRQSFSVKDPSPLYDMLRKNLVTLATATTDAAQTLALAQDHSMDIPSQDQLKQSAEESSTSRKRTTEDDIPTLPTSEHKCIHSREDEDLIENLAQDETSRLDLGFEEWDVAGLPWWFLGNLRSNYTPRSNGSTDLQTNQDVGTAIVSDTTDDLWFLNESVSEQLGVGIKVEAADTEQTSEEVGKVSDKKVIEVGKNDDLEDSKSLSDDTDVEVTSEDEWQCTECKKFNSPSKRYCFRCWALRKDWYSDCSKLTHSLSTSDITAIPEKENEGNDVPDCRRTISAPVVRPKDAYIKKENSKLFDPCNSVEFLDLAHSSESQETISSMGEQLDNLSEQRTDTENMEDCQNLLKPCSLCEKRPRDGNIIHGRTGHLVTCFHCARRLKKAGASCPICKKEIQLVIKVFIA
Target sequence (Q00987 whole entry, looked up): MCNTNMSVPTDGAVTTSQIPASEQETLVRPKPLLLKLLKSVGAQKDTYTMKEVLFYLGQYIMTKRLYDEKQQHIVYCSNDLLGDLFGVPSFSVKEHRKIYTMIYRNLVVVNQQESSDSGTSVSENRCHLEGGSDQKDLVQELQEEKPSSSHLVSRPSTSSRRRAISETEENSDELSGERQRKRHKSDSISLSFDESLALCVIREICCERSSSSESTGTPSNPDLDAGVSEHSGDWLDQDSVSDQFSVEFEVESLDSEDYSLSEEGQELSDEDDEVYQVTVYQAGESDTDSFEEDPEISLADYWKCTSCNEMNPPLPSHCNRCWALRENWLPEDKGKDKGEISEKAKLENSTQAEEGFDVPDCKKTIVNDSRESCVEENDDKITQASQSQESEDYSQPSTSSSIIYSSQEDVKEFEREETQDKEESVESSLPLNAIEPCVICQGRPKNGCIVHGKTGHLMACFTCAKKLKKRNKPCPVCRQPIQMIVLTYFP
tim23-1 inh: growth inhibitors of tim23-1 mutant yeast; S. cerevisiae tim23-1 growth, BacTiter-Glo luminescence, 24 h; inhibition, % at 20 µM; 330,000 compounds, 1.3% hits; AID 463212;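 active means growth inhibition of the mutant yeast at or above 50%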;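 further: temperature-sensitive mutant grown at 25 °C; plate controls were DMSO-treated mutant yeast for no effect and medium wells lacking yeast for full effect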
* hit, by the source's call; · = no result given.

SMILES | CHOP UPR activ | tim10-1 inh | UPR XBP1 act | APJ ag | NALP3 yeast inh | GRIN3A LBD mod | TIM10 inh | Mdm2-MdmX inh | tim23-1 inh
CC(C)c1cc(CNC(=O)C2CCC(=O)N(CCc3ccc(Cl)cc3)C2)on1 (stereo not drawn) | 0.0 | -3 | 0 | -4 | 2 | 2 | 2 | -5 | -11
CC(=O)c1ccc(NC(=O)CSc2nnc(-c3ccco3)c(-c3ccco3)n2)cc1 | 0.4 | 1 | -1 | -1 | 7 | -11 | -3 | 23 | -6
CCOC(=O)c1c(NC(=O)C2C3CCC(O3)C2C(=O)O)sc2c1CCCC2 (stereo not drawn) | -1.2 | 39 | -5 | 0 | 12 | -2 | 9 | -35 | 34
CC(C)CC(=O)c1c[nH]c(C(=O)NCc2cccs2)c1 | -1.2 | 1 | -1 | 3 | 22 | 0 | -1 | 12 | 10
CCCCNS(=O)(=O)CCNCc1ccccc1OC | 0.0 | -2 | -2 | · | · | 0 | 1 | 13 | 29
O=C(Nc1ncnc2c1CCC2)C12CC3CC(CC(C3)C1)C2 | 0.6 | 11 | -1 | -1 | 13 | 1 | 0 | 21 | 16
COc1ccccc1S(=O)(=O)N1CCn2cccc2C1C (stereo not drawn) | -1.4 | 2 | -3 | -3 | 22 | 0 | 3 | -6 | 6
CCCC(C)NC(=O)c1ccc2[nH]c3c(c2c1)CC(C)CC3 (stereo not drawn) | 2.6 | 32 | -1 | -2 | -30 | -1 | 36 | 10 | 16
COc1ccc2[nH]c(C(=O)O)c(NC(=O)c3cc(OC)c(OC)c(OC)c3)c2c1 | 0.6 | 16 | -2 | -5 | 9 | 2 | 5 | -9 | 7
COCC(=O)n1nc(-c2ccccc2)nc1NCc1ccccc1 | 2.3 | 13 | 0 | 0 | 4 | 1 | -3 | 12 | 17
O=C(OCC(=O)N1CCN(c2ccccc2)CC1)C1=COCCO1 | 0.1 | 14 | -2 | 0 | -4 | -1 | 3 | 12 | 12
CC(=O)NCCn1c(SCc2cc(F)ccc2F)nc2ccccc2c1=O | -3.0 | 10 | 2 | 0 | 17 | 0 | 19 | 27 | 20
Cc1ccccc1-n1c(N)c(C(=O)Nc2ccc(F)cc2)sc1=S | 4.2 | 1 | -3 | -1 | 20 | 1 | -7 | 33 | 2
COc1ccccc1NC(=O)Cn1c(CN2CCCCC2)nc2ccccc2c1=O | -0.1 | 13 | 0 | -6 | -14 | -1 | 8 | -5 | 8
O=C(Nc1ccc(N2CCCC(O)C2)cc1)c1snc2c(=O)[nH]cnc12 (stereo not drawn) | 2.4 | 1 | -4 | -9 | -3 | -9 | -6 | 13 | -7
CCc1nn(-c2ccccc2)c2c1-c1cc(OC)c(OC)cc1C1(N2)C(=O)Nc2ccccc21 (stereo not drawn) | 0.5 | 22 | 3 | -5 | 4 | -3 | 14 | 31 | 26
COc1ccc(-c2nnc(SC)o2)c(OC)c1 | 2.5 | 3 | 1 | -2 | 31 | -1 | 12 | 9 | 20
Cc1cc2c3c([nH]c2cc1S(=O)(=O)NCCCOC(C)C)CC(C)(C)CC3=O | 0.1 | 3 | -4 | -1 | 9 | 1 | 5 | 10 | 1
O=C(CSc1nnc2scc(-c3ccccc3)n12)NCc1ccco1 | -0.4 | 12 | 3 | -2 | 9 | -2 | 6 | -7 | -3
CCOC(=O)C1CCN(C(=O)CC(NS(=O)(=O)c2ccc(OC)cc2)C(C)C)CC1 (stereo not drawn) | -0.7 | 16 | -1 | -2 | 5 | -2 | 1 | 22 | 17

Next part, overlapping the part above by three compounds.
SMILES | CHOP UPR activ | tim10-1 inh | UPR XBP1 act | APJ ag | NALP3 yeast inh | GRIN3A LBD mod | TIM10 inh | Mdm2-MdmX inh | tim23-1 inh
Cc1cc2c3c([nH]c2cc1S(=O)(=O)NCCCOC(C)C)CC(C)(C)CC3=O | 0.1 | 3 | -4 | -1 | 9 | 1 | 5 | 10 | 1
O=C(CSc1nnc2scc(-c3ccccc3)n12)NCc1ccco1 | -0.4 | 12 | 3 | -2 | 9 | -2 | 6 | -7 | -3
CCOC(=O)C1CCN(C(=O)CC(NS(=O)(=O)c2ccc(OC)cc2)C(C)C)CC1 (stereo not drawn) | -0.7 | 16 | -1 | -2 | 5 | -2 | 1 | 22 | 17
CCN(Cc1ccccc1)C(=O)COC(=O)c1cc(=O)[nH]c2ccccc12 | 1.2 | -7 | -1 | -5 | 17 | -4 | 9 | -8 | 7
CC(C)CNc1cc(=O)n(C)c(=O)n1C | 1.7 | 2 | 1 | -1 | -2 | 0 | 8 | 11 | 9
CCCNC(=O)c1c(N)n(-c2cccc(OC)c2)c2nc3ccccc3nc12 | -0.4 | -11 | 0 | -2 | 19 | -10 | 31 | 27 | 38
CCSc1nc2c(cnn2-c2ccc(C)c(C)c2)c(=O)[nH]1 | 0.1 | 20 | 4 | -3 | 12 | 0 | -4 | -1 | 4
Cc1cc(-c2nnc(SCC(=O)Nc3ccccc3C(F)(F)F)o2)c(C)n1-c1ccccc1 | -1.5 | -1 | -7 | 2 | 7 | -1 | 1 | 75* | 1
CC(C)N(CCO)Cc1nc(C(c2ccccc2)c2ccccc2)no1 | 1.6 | 0 | -4 | -1 | -27 | -1 | 3 | 14 | 12
CCn1c(C)nc2cc(C(=O)NN=Cc3ccc([N+](=O)[O-])cc3)ccc21 | -1.6 | -1 | -3 | -2 | 3 | 2 | -4 | -16 | -9
Cc1ccc(N=Cc2c(O)n(-c3ccc4c(c3)OCO4)c(=O)c3ccccc23)cc1 | 8.0 | 6 | 35* | -5 | 20 | 0 | 11 | 69* | 14
COC(=O)c1c(SCC(=O)Nc2ccc(C)cc2)nc(=O)[nH]c1C | -0.2 | 4 | 0 | 2 | 8 | 6 | 12 | 14 | 24
O=C1CC(c2ccccc2Cl)=NN(c2ncnc3ccccc23)C1=O | 4.7 | 18 | 6 | 0 | 11 | 1 | 10 | -20 | 2
Cc1ccc(N)c(C(O)(C(F)(F)F)C(F)(F)F)c1 | 1.3 | -28 | 0 | -3 | 9 | 0 | -3 | 24 | -13
COc1ccc(CC(NC(C)=O)C(=O)NC2CCN(S(=O)(=O)c3ccc(NC(C)=O)cc3)CC2)c(OC)c1 (stereo not drawn) | 0.8 | 2 | 1 | -4 | 8 | -1 | -15 | 14 | 13
Cc1noc(C)c1C(=O)Nc1nc(-c2ccc(F)cc2)cs1 | -0.8 | 17 | -3 | 3 | 20 | -1 | 11 | 3 | 14
COc1ccc(CCNC(=O)CN2C(=O)NC3(CCOc4ccccc43)C2=O)cc1 (stereo not drawn) | 2.0 | -13 | -3 | 4 | 14 | 1 | -1 | 16 | -8
COc1ccc(OCc2cc(C(=O)NCc3nc(C)cs3)no2)c(Cl)c1 | 4.3 | 22 | 0 | -8 | 20 | -12 | 17 | -25 | 27
O=C(c1ccccc1)c1ccc2c(c1)OCCCO2 | 11 | 13 | 4 | -4 | 20 | 1 | 9 | -86 | 6
CN(C)c1ccc(NC(=O)CN2CCN(S(=O)(=O)c3cc(Cl)ccc3Cl)CC2)cc1 | 0.0 | 13 | -3 | -3 | 18 | 1 | 1 | -14 | 23
CCCn1c(=O)c(C(=O)NCC2CCCO2)c(O)c2ccccc21 (stereo not drawn) | 1.9 | -37 | 4 | 0 | 33 | 0 | 7 | 67* | 40
CCC(=O)c1cn(CC(=O)Nc2cc(C)ccc2C)c2ccccc12 | -0.2 | -14 | 3 | 6 | 12 | -3 | -6 | 17 | 12
Cc1ccc(NC(=S)N(CCN2CCCCC2)Cc2ccco2)cc1Cl | -2.3 | 17 | -4 | -2 | 11 | 0 | 13 | -9 | -4
Cc1cc2nn(-c3ccc(Cl)cc3)nc2cc1N | 2.5 | 27 | -2 | 2 | 6 | 2 | 33 | -140 | 29
Cc1ccccc1NS(=O)(=O)c1ccc2c(c1)oc(=O)n2C | -0.6 | 11 | -2 | -1 | -11 | 0 | -6 | 17 | 20
Cc1ccc(N2C(=O)C(CC(=O)Nc3cccc(F)c3)N(CCc3ccncc3)C2=O)cc1 (stereo not drawn) | -2.8 | 10 | -1 | -4 | -4 | 0 | 5 | -30 | -20
COc1ccc([C@H]2CC(=O)C=C(c3ccccc3-c3ccccc3)C2)cc1 | 1.7 | 12 | -1 | -4 | 9 | 0 | -18 | 47 | 18
Cc1cc(C(=O)OCC(=O)N(CC(C)C)c2c(N)n(Cc3ccccc3)c(=O)[nH]c2=O)c(C)o1 | -0.2 | 5 | 0 | 9 | 11 | -1 | -2 | 17 | 14
CCSc1nnc(NC(=O)C2CC(=O)N(Cc3ccccc3)C2)s1 (stereo not drawn) | 0.3 | 8 | 1 | 3 | 2 | -2 | 2 | 4 | 10
O=C(CCC(=O)N1CCN(c2ccc(F)cc2)CC1)c1ccc(F)cc1 | -0.3 | -3 | -1 | -6 | 3 | -2 | -8 | -2 | 1
Cc1ccccc1OCC(O)CN1CCN(c2ccc(Cl)cc2)CC1 (stereo not drawn) | 0.7 | -66 | -2 | -3 | 28 | -7 | 14 | 29 | 15
COc1ccccc1-n1c(SCC(=O)Nc2ccc(C)cc2)nc(O)cc1=O | 0.6 | 15 | -2 | 1 | 8 | 1 | 13 | 5 | 6
Cc1ccc(OCCN(C)C(=O)C2CCC(=O)N(Cc3ccccc3F)C2)cc1 (stereo not drawn) | -1.7 | 20 | -3 | -5 | 22 | -5 | 10 | -11 | 21
CC1CCCN(CCCNC(=O)CN2C(=O)COc3ccccc32)C1 (stereo not drawn) | -0.8 | -7 | -2 | -5 | 15 | 2 | -2 | -1 | -22
CCN(CC)S(=O)(=O)c1ccc(N2CC(C(=O)NCCC3=CCCCC3)CC2=O)cc1 (stereo not drawn) | 0.1 | 14 | 0 | -2 | 17 | 2 | 6 | -1 | 15
Cc1ncc(CO)c2c1Oc1nc(-c3ccccc3)nc(SCC(=O)Nc3cccc(O)c3)c1C2 | 1.5 | 12 | 4 | 5 | -8 | 7 | 1 | 51* | 18
O=C(CSc1nnc(CN2CCOCC2)n1-c1ccccc1)N1CCc2ccccc21 | -0.6 | 13 | 3 | 0 | -1 | -1 | 22 | -24 | -2
COc1cc(NC(=O)COC(=O)c2ccccc2F)cc(OC)c1 | 3.0 | 12 | 3 | -1 | 31 | 2 | 4 | -7 | -4
CCn1c(=O)c(C(=O)NCCc2ccc(Cl)cc2)c(O)c2ccccc21 | -0.8 | -14 | -2 | 0 | 18 | 0 | -2 | 18 | -6
Cc1ccc(C(O)c2cccnc2)o1 (stereo not drawn) | 1.1 | 8 | -2 | 1 | 17 | -7 | -3 | 8 | -4
O=C(COC(=O)Cc1c(F)cccc1Cl)NCc1ccc2c(c1)OCO2 | -0.5 | 27 | 2 | 1 | 10 | 0 | 15 | 18 | 33
O=C(CCN1C(=O)c2cccnc2C1=O)NC1CCCCCC1 | -1.1 | 18 | 2 | 9 | 8 | 2 | -7 | -3 | 5

High-throughput results deposited in PubChem by Sanford-Burnham Center for Chemical Genomics.
